Giardia kill: Small Molecules that selectively kill Giardia lamblia: qHTS. 340,000 tested, 0.15% active. Giardia lamblia trophozoite viability. AID 540267, 2011. activity change, % at 7.66 µM, hits read low; in the data active means activity change below about -80%; inconclusive means between about -30% and that limit;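 further: parasites exposed to compound for two days anaerobically before the ATP read; on the % scale 0 is the no-effect control and ±100 the full control effect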
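Trophozoites 100 cells/well + cpd; 48 hrs, 37 deg C, anaerobic. ATPLite 1-Step added, 15-30 min RT, luminescence read (ATP-based viability).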
NPC1 prom act: qHTS Assay for NPC1 Promoter Activators; Potency, µM (titrated, usually from 9.22 µM), for inactives: top-dose activation, actives largely listed as activators; AID 485313, 2010; Huh7 NPC1 promoter luciferase reporter, 24 h; 320,000 tested, 2.4% active;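 further: potency means the concentration at half of the fitted maximal effect; % of control where 0% means no effect; nearly all actives have a fitted effect of over 60% in size; reporter is driven by a mutant NPC1 promoter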
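Luminescence read-out of NPC1 promoter-driven luciferase in stably transfected Huh7 cells; compounds delivered in DMSO and left 24 h at 37C, 5% CO2, qHTS titration format.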
FLuc modulator: qHTS profiling assay for firefly luciferase inhibitor/activator using purifed enzyme and Km concentrations of substrates (counterscreen for miR-21 project); purified FLuc, Km substrates, luminescence inhibition; Potency, µM (doses to about 57.5 µM), for inactives: top-dose activity change, negative = inhibition, hits mostly inhibitors; Luciferin 4-monooxygenase (Photinus pyralis), P08659; 360,000 tested, 6.9% active; AID 588342, 2011;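 further: potency means the concentration at half of the fitted maximal effect; plate controls were vehicle for no effect and reference inhibitor for full effect; nearly all actives have a fitted effect of over 55% in size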
Target sequence (P08659 whole entry, looked up): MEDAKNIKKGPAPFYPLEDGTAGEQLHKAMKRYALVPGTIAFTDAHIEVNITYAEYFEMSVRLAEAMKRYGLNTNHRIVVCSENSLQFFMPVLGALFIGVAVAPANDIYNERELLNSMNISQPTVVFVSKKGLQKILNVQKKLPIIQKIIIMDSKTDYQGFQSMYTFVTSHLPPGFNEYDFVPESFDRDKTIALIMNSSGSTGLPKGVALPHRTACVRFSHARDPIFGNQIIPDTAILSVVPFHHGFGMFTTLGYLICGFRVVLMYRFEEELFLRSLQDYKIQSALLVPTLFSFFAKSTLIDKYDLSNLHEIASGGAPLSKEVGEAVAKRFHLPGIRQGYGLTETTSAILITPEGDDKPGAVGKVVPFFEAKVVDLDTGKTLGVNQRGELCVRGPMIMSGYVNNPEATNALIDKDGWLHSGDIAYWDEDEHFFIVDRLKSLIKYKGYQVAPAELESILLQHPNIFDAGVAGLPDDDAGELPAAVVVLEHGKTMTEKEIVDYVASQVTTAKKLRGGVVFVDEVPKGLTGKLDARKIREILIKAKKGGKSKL
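Purified P. pyralis luciferase (10nM final) with 10uM D-luciferin and 10uM ATP (Km levels) in 50mM Tris acetate pH 7.5, 10mM Mg acetate, 0.01% Tween-20, 0.05% BSA; qHTS 6-point titration, ~60 µM downward; luminescence read.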
p53 reactivation: qHTS assay for re-activators of p53 using a Luc reporter; H1299 p53-A138V BP100-luciferase reporter, luminescence, 24 h; Potency, µM (series often up to 92.2 µM), for the others: top-dose activity change, positive = activation, actives largely listed as activators; 320,000 tested, 0.063% active; AID 504706, 2011; further: potency means the concentration at half of the fitted maximal effect; % of control where 0% means no effect; nearly all actives have a fitted effect of over 45% in size
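H1299 (p53-null), stable ts p53-A138V + BP100-Luc; 1000 cells/well, Opti-MEM/10% FBS; cpd 4 pt, 1:5; 24 h, 37 deg C, 5% CO2; detection reagent 10 min RT; luminescence.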
RORgamma inh: qHTS for inhibitors of ROR gamma transcriptional activity; 310,000 tested, 5.4% active; Drosophila S2 Gal4-RORgamma UAS-luciferase reporter, 20 h; AID 2551, 2010; Nuclear receptor ROR-gamma (Mus musculus), P51450; Potency, µM (top dose mostly 53.6 µM), for inactives: at the top dose activity change, negative = inhibition, actives largely listed as inhibitors; further: potency means the concentration at half of the fitted maximal effect; on the % scale 0 is the no-effect control and ±100 the full control effect; nearly all actives have a fitted effect of over 60% in size
Target sequence (P51450 whole entry, looked up, the tested form may be a part): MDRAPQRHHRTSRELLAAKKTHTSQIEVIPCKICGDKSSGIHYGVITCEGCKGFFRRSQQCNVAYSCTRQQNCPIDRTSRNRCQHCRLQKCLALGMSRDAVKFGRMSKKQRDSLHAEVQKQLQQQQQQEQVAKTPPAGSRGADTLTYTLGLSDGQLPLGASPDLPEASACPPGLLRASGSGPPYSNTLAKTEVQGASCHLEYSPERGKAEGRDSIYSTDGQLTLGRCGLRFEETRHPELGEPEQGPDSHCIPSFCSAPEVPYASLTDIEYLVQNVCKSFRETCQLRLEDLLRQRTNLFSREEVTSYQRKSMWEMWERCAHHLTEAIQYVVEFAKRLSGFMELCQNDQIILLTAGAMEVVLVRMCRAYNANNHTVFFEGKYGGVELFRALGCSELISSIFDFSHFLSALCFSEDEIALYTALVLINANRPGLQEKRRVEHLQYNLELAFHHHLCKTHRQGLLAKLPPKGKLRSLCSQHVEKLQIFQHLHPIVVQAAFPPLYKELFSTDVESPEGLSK
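Luciferase reporter read in Schneider cells carrying Gal4-RORγ (mouse) and UAS-Photinus luciferase; cells given compound 1 h before 700 uM copper sulfate induction, then incubated 20 h at ambient temperature.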
BRCA1 expr act: qHTS Assay to Identify Small Molecule Activators of BRCA1 Expression. MCF7-BRCA1-FFLuc reporter, luminescence, 48 h; response scale: scaled: vehicle 0%, 10 µM genistein 100%. Potency, µM (doses to about 46.1 µM), for inactives: top-dose activation, hits mostly activators. 380,000 tested, 1.1% active. AID 624202, 2012; further: potency means the concentration at half of the fitted maximal effect; nearly all actives have a fitted effect of over 80% in size; some results filed as inactive show a strong effect at the top dose
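48 h compound treatment of MCF7-BRCA1-FFLuc cells (phenol-red free MEM, 37 °C), then 15 min with luciferase substrate and luminescence imaging.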
Rab9 promoter act: qHTS Assay for Rab9 Promoter Activators. Huh7 Rab9 promoter-luciferase reporter, luminescence, 24 h. Potency, µM (doses to about 9.22 µM), for inactives: top-dose activation, negative = inhibition, most hits filed as activators. 320,000 tested, 2.8% active; further: potency means the concentration at half of the fitted maximal effect; % of control where 0% means no effect; nearly all actives have a fitted effect of over 60% in size
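Huh7 cells stably carrying a Rab9 promoter-luciferase reporter, 1500 cells per well in OP-MEM I with 10% FBS, treated with compound 24 hours at 37C. Luciferase activity read by luminescence after 10 minutes with Amplite reagent.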
ELG1 genotoxic: qHTS screen for small molecules that induce genotoxicity in human embryonic kidney (HEK293T) cells expressing luciferase-tagged ELG1 | HEK293T ELG1-luciferase reporter, luminescence, 16 h | Potency, µM (doses to about 46 µM), inactives show top-dose activity change, positive = activation, usual class: activators | 330,000 tested, 1.3% active; further: potency means the concentration at half of the fitted maximal effect; % of control where 0% means no effect; nearly all actives have a fitted effect of over 60% in size
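16 hr compound incubation (37 °C, 5% CO2) of HEK293T cells carrying luciferase-tagged ELG1; luciferase then measured by ONE-Glo luminescence after 30 min at RT.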
PKM2 act: qHTS Assay for Activators of Human Muscle isoform 2 Pyruvate Kinase. 260,000 tested, 0.34% active. AID 1631, 2009. Potency, µM (highest dose often 57.5 µM), inactives show at the top dose activation, hits mostly activators. Pyruvate kinase PKM (Homo sapiens), P14618. purified PKM2, Kinase-Glo ATP luminescence, activation; response scale: 0% is enzyme alone, no compound; further: potency means the concentration at half of the fitted maximal effect; on the % scale 0 is the no-effect control and ±100 the full control effect; nearly all actives have a fitted effect of over 55% in size
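ATP formation by purified human PK-M2, quantified via coupled luciferase luminescence after 1 h at room temperature with 0.1 mM ADP and 0.5 mM PEP final.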
VP16 counter: VP16 counterscreen qHTS for inhibitors of ROR gamma transcriptional activity | AID 2546, 2010 | 310,000 tested, 3.5% active | Drosophila S2 Gal4-VP16 UAS-luciferase, luminescence, 20 h | Potency, µM (top dose mostly 53.6 µM), for inactives: at the top dose activity, negative = inhibition, hits mostly inhibitors;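 further: Gal4-VP16 expression switched on by copper sulfate through the metallothionein promoter; potency means the concentration at half of the fitted maximal effect; on the % scale 0 is the no-effect control and ±100 the full control effect; nearly all actives have a fitted effect of over 50% in size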
Menin-MLL TR inh: qHTS Assay for Inhibitors Targeting the Menin-MLL Interaction in MLL Related Leukemias: Competition With Texas Red Labeled MLL-derived Mutant Peptide; O00255; Menin + Texas Red MLL mutant peptide, fluorescence polarization; Potency, µM (top dose mostly 61.6 µM), for the others: top-dose FP activity change, negative = inhibition, actives largely listed as inhibitors; 270,000 tested, 0.23% active; active means well fitted inhibition curve with a large enough effect in the polarisation, with a control signal flat, not every such curve was filed as active; inconclusive means small, poorly fitted or top-dose-only effect, or effect the other way, or a change in a side signal; inactive means no such curve, though single readings can be large or run the other way; the % refers to the polarisation; further: potency means the concentration at half of the fitted maximal effect; % of control where 0% means no effect; many of its hits are not listed in these tables
Numbers without * were called inactive; u = inconclusive; x = no result given; [ ] = dose if it differs, or a comment. Unless noted, the call rests on the fitted dose curve; in most records, active means well fitted curve in the direction sought with a large enough effect; inconclusive means small, poorly fitted or top-dose-only effect, or another doubt; inactive means no such curve, though single readings can be large; an effect the other way counts as inactive or inconclusive. An excerpt; the hit share may differ from the screen's.

SMILES	Giardia kill	NPC1 prom act	FLuc modulator	p53 reactivation	RORgamma inh	BRCA1 expr act	Rab9 promoter act	ELG1 genotoxic	PKM2 act	VP16 counter	Menin-MLL TR inh
O=c1c(Cc2c(F)cccc2Cl)c(O)ccn1CCc1c[nH]c2ccccc12	6	-4%	-15%	6%	19%	-6%	-4%	-3%	-2%	4%	u
C=CCn1c(SCc2nnc(-c3ccccc3)o2)nnc1C(O)c1ccccc1 (centres undefined)	12	-1%	-2%	-4%	-22%	2%	-10%	0%	3%	5%	-7%
COCCN(C(=O)CSc1nnc(-c2cccc(OC)c2)n1C)c1c(N)n(Cc2ccccc2)c(=O)[nH]c1=O	x	-5%	1%	0%	17%	x	15%	-2%	2%	-8%	-18%
Cc1cc(C)c(C#N)c(Oc2ccccc2Br)n1	7	-3%	0%	-8%	-29%	16%	-5%	6%	2%	3%	-2%
Cc1[nH]c2ccccc2c1C(=O)Cn1c(=O)oc2ccccc21	-2	0%	6%	-2%	-6%	-24%	-9%	-3%	1%	-2%	x
CCN(CC)c1ccc(CNc2nnnn2C)cc1	-9	-8%	0%	3%	-2%	21%	5%	0%	-6%[11.5 µM]	1%	3%
CC(C)C(=O)Nc1ccc(NC(=S)NC(=O)c2ccc([N+](=O)[O-])cc2)cc1	11	1%	0%	1%	10µM*	-17%	-3%	0%	0%	0%	u
C=CCn1c(SCC(=O)c2ccc(NS(=O)(=O)c3ccccc3)cc2)nnc1-c1cccs1	-14	2%	4%	22%	0%	-21%	1%	-1%	3%	14%	9%
Cc1nnsc1C(=O)Nc1ccc(S(=O)(=O)N2CCCCC2)cc1	25	0%	0%	-6%	3%	-16%	-11%	-1%	0%	-2%	26%
CCOC(=O)CN(C(=O)CSc1nnc2c(n1)[nH]c1ccc(F)cc12)c1ccccc1	6	0%	-2%	-7%	40%	-24%	-9%	-15%	16%	-5%	u
CCOC(=O)C(C(=O)N1CCOCC1)C1CCCCC1 (centres undefined)	15	-3%	0%	2%	-28%	19%	-7%	-1%	-1%	-2%	-1%
CCC(=O)N1N=C(c2cccs2)CC1c1ccco1 (centres undefined)	13	-2%	2%	-3%	4%	0%	2%	0%	5%	17%	0%
CCCn1c(SCC(=O)N2N=C3/C(=C/c4ccc(OC)cc4)CCCC3C2c2ccc(OC)cc2)n[nH]c1=O (centres undefined)	10	2%	4%	-7%	10%[10 µM]	-70%	-16%	-11%	0%	-13%	u
CCN(Cc1ccccc1)C(=O)Cn1c(=O)n(CC(=O)NCc2ccco2)c(=O)c2sccc21	-5	0%	3%	-14%	6%	-2%[1.84 µM]	-1%	-2%	-1%	-1%	u
C=CCN1C(=O)C2(C(C#N)=C(N)Oc3n[nH]c(CCC)c32)c2ccccc21 (centres undefined)	-1	4%	-19%	-6%	18%	-4%	-8%	0%	-9%	-12%	5%
O=S(=O)(Nc1cccc(-c2nc3cccnc3s2)c1)c1ccc2c(c1)OCCO2	-11	-4%	-2%	-5%	u	-6%	-3%	-15%	0%	-28%	-9%
Cc1cc(Br)ccc1NC(=O)c1ccccc1-c1ccccc1	18	2%	-3%	2%	44%	-45%	1%	-3%	4%	3%	-16%
COc1cc2nc(C)sc2cc1SC	-13	4%	-17%	-7%	-21%	9%	10%	-7%	22%	-9%	-13%
CCCNC(=O)COc1coc(CN2CCN(c3ccc(F)cc3)CC2)cc1=O	-26	-3%	1%	-8%	-10%	10%	-2%	-2%	x	-4%	x
O=C(COc1ccc2ccccc2c1Br)Nc1ncn[nH]1	u	6%	13µM*	17%	-6%	9%	13%	u	-6%	-13%	8%
O=C(Nc1ccc(Cl)cn1)c1ccc(COCC(F)(F)C(F)F)o1	-5	14%	u	u	25%	38%	15%	0%	3%	u	4%
CCNC(=O)c1ccc2c(c1)S(=O)(=O)c1ccccc1C2=O	2	0%	-2%	2%	-6%	-1%	-6%	7%	-3%	-3%	-3%
CC(C)(C)c1ccc(C(=O)N2CCN(C(=O)c3ccco3)CC2)cc1	10	-7%	-4%	17%	u	-5%	1%	-4%	-2%	-8%	-8%
O=C(COc1ccc2ccccc2c1)N1CCN(C(=O)c2ccc([N+](=O)[O-])cc2)CC1	-18	-3%	u	3%	0%	-4%	3%	2%	0%	0%	16%
O=c1sc2ccccc2n1COc1ccccc1	22	15%	-2%	2%	-18%	16%	-7%	7%	-2%	13%	14%
CC(=O)N1N=C(C)CC1c1ccc(OCc2ccccc2)cc1 (centres undefined)	-26	3%	3%	-5%	u	-4%	-2%	2%	-8%	7%	-28%
CC1CCCC(NC(=O)CCC(=O)N2CCOc3ccccc32)C1C (centres undefined)	11	-1%	2%	-9%	-1%	2%	5%	0%	x	-2%	x
CN(C)S(=O)(=O)c1ccc(NC(=O)CSc2nc3ccccc3n2-c2ccccc2)cc1	-1	-7%	4%	-1%	42%	-67%	-18%	-3%	6%	-20%	-9%
CC(=O)Nc1ccc(Sc2ncccc2C(=O)Nc2cc(Cl)cc(Cl)c2)cn1	-20	-2%	-2%	-10%	21%	-27%	-1%	0%	-1%	-8%	u
CCc1ccc2nc3sc(C(=O)Nc4nnc(CC)s4)c(N)c3cc2c1	11	29%	2.4µM*	3%	u	80%	u	12%	-19%	-3%	u
CC(C)c1ccccc1OCCNS(C)(=O)=O	3	0%	4%	-3%	5%	5%	-3%	0%	-3%	-12%	-1%
CCOC(=O)c1c(C)[nH]c(C(=O)COC(=O)[C@H](C)NC(=O)c2ccccc2Cl)c1C	-4	12%	21µM*	u	28%	-7%	29%	u	-6%	9%	6%
CCc1cc(C(=O)NNC(=S)NC2CCCCC2)cs1	-2	3.5µM*	-11%	10%	2.2µM*	47%	3.5µM*	-4%	-4%	10µM*	x
Cc1cccc(Nc2ccccc2C(=O)OCC(=O)N(C)C2CCS(=O)(=O)C2)c1C (centres undefined)	-15	-2%	-6%	-4%	19%	4%	-2%	1%	-6%	-5%	-3%
NC(=O)C(=O)NCCCN1CCOCC1	11	-5%	u	-2%	14%	-26%	-9%	-1%	-7%	-4%	-4%
CN1CCc2c(C#N)c(N3CCOCC3)nc(NCC3CCCO3)c2C1 (centres undefined)	-3	-5%	0%	2%	-2%	22%	-2%	0%	-1%	1%	x
COc1ccc2c(C(=O)c3ccc(C)cc3)n(Cc3ccc(C(N)=O)cc3)[n+]([O-])c2c1	-10	u	13µM*	29%	x	u	u	u	x	x	x
COc1cc(C2Nc3ccccc3C(=O)N2c2ccc(Cl)cc2)c(Cl)cc1OCC(=O)O (centres undefined)	-1	3.2µM*	u	u	9%	2.8µM*	2.5µM*	u	6%	13%	6%
O=C(O)/C=C/c1ccc(S(=O)(=O)Nc2ccc(C(=O)NCC(=O)O)cc2)cc1	-18	1%	1%	0%	7%	-18%	-1%	0%	7%	0%	-3%
O=C(CCc1nc(-c2ccccc2)no1)NC1CCCCC1	9	0%	-5%	1%	-3%	-2%	1%	5%	3%	13%	-3%
CCOC(=O)C1CCCN(C(=O)c2ccc(C)c([N+](=O)[O-])c2)C1 (centres undefined)	4	-2%	3%	6%	-2%	-19%	-1%	-1%	-3%	-14%	1%
COc1ccc(NC(C)=O)cc1S(=O)(=O)Nc1cccc(S(=O)(=O)NC2=NCCC2)c1	-3	-1%	2%	3%	x	1%	-4%	0%	x	x	x
O=C(OCCN1C(=O)c2ccccc2C1=O)C1CCN(S(=O)(=O)c2cccs2)CC1	-17	-6%	10%	5%	6%	5%	2%	-1%	u	-2%	-17%
CCn1c(SCC(=O)NC)nnc1C(C)C	4	-1%	-2%	0%	1%	-14%	1%	-1%	5%	2%	-5%
COc1cc(C2Nc3cccc4cccc(c34)N2)ccc1OC(C)=O	-2	0%	12µM*	-4%	0%	-50%	15%	4%	7%	-1%	u

Not a retest: two of the compounds above.
SMILES	Giardia kill	NPC1 prom act	FLuc modulator	p53 reactivation	RORgamma inh	BRCA1 expr act	Rab9 promoter act	ELG1 genotoxic	PKM2 act	VP16 counter	Menin-MLL TR inh
Cc1cccc(Nc2ccccc2C(=O)OCC(=O)N(C)C2CCS(=O)(=O)C2)c1C (centres undefined)	-15	-2%	-6%	-4%	19%	4%	-2%	1%	-6%	-5%	-3%
NC(=O)C(=O)NCCCN1CCOCC1	11	-5%	u	-2%	14%	-26%	-9%	-1%	-7%	-4%	-4%

Screening data as filed in PubChem.
